TDP43 rescue = rescues yeast growth from TDP-43 toxicity. TDP-43 expressing yeast growth rescue, BacTiter-Glo, 24 h. Potency, µM (top dose mostly 46.1 µM), inactives show top-dose growth rescue (activation), actives largely listed as activators. hit rate 1.8% among 410,000; note: potency is the fitted concentration of half-maximal effect; % of control where 0% means no effect; nearly all actives have a fitted effect of over 50% in size
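In this qHTS, compounds that restore growth of yeast expressing TDP-43 appear as activators. Cells (OD600=0.02, galactose medium, raffinose-pregrown) are incubated with compound 24 hr at 30 deg C and growth is quantified by BacTiter-Glo.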
aSyn yeast inh = rescues yeast growth from alpha-synuclein toxicity; Potency, µM (top dose mostly 46.1 µM), inactives show at the top dose growth rescue (activation), hits mostly activators; hit rate 0.14% among 370,000; Yeast expressing alpha-synuclein, growth rescue, BacTiter-Glo, 24 h; AID 652106; note: potency is the fitted concentration of half-maximal effect; % of control where 0% means no effect; nearly all actives have a fitted effect of over 65% in size
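Readout is rescue of growth in alpha-synuclein-expressing yeast, so inhibitors of toxicity appear as activators. Growth after 24 hr at 30 deg C in galactose medium is quantified by luminescence.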
DRD3 agonist = D3 dopamine receptor (human) agonism. P35462. max activation, %. AID 652048. D3R DiscoveRx beta-arrestin cells, luminescence, 90 min. hit rate 0.58% among 410,000; in the data active = max activation above about 30%; note: 0% is about no effect; mostly tested at two doses, the higher about 12 µM
Target sequence (P35462 whole entry, looked up): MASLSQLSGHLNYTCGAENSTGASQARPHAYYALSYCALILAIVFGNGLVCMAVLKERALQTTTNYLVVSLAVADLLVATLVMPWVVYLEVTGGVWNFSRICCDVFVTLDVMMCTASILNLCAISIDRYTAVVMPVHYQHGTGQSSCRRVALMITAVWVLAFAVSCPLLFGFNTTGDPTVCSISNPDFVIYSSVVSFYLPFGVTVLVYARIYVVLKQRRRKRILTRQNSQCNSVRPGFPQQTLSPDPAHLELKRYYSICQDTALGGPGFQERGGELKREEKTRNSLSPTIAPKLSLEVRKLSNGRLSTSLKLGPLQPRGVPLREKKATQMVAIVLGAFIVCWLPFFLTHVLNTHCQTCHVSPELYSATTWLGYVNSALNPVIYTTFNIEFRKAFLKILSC
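Cells at 1500/well, incubated overnight, then treated with pinned compounds (dopamine as control) for 90 min at 37 degrees C. DiscoveRx reagent added for 30 - 60 minutes at room temperature; luminescence read.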
Abeta rescue = compounds reversing amyloid beta toxicity in yeast. hit rate 0.063% among 410,000. yeast expressing A-beta42, growth rescue, OD600, 48 h; response scale: 0% DMSO, 100% iron-clioquinol control. Potency, µM (highest dose often 46.1 µM), inactives show top-dose growth rescue, usual class: activators. AID 1347071; note: potency is the fitted concentration of half-maximal effect; nearly all actives have a fitted effect of over 55% in size
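Growth rescue measured by 600 nm absorbance after 48 h yeast culture at 30 C with compound. Values normalized between DMSO and an equimolar ferric chloride plus clioquinol control.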
EPAC2 agonist = EPAC2 (human) agonism | hit rate 0.079% among 360,000 | EPAC2 activation, biochemical qHTS; response scale: 100% = 6.5 mM cAMP response | Potency, µM (top dose mostly 154 µM), inactives show at the highest dose activation, usual class: activators | Q8WZA2; note: potency is the fitted concentration of half-maximal effect; nearly all actives have a fitted effect of over 50% in size
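qHTS, titration series. 100 nM EPAC2 / 250 nM Rap1B-BODIPY-GDP / 50 uM GDP; RT; ex 480/em 540 nm, 5-min reads to 30 min. Norm. to 6.5 mM cAMP = activation.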
FUS suppressor = rescues growth of FUS-expressing yeast; S. cerevisiae FUS-expressing, growth rescue, OD600, 24 h; Potency, µM (titrated, usually from 76.6 µM), for inactives: at the top dose growth rescue (activation), hits mostly activators; hit rate 0.24% among 390,000; AID 1347120;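 note: potency is the fitted concentration of half-maximal effect; plate controls were DMSO vehicle for no effect and reference control for full effect; nearly all actives have a fitted effect of over 55% in size; some results filed as inactive show a strong effect at the top dose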
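Read-out: OD at 600 nm after 24hr at 30C, reporting rescue of FUS-induced yeast toxicity. Cells at OD 0.005 in galactose (2%) minimal medium; compounds tested in a dilution series; CP55940 titration from 92uM final as control.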
DRD3 antagonist = blocks the human D3 dopamine receptor; max response, negative = inhibition, %; hit rate 2.5% among 360,000; P35462; D3R cells, DiscoveRx beta-arrestin luminescence, antagonist mode; active compounds read low; in the data active = max response below about -50%; inconclusive = no clear call, values can overlap the other calls; note: % is set by controls: 0 for no effect and ±100 for the full control effect; mostly tested at two doses, the higher about 12 µM
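Cells expressing the human receptor were seeded at 1500 cells/well, incubated overnight at 37 degrees C in 5% CO2, then exposed to library compounds with dopamine controls for 90 minutes at 37 degrees C before luminescent detection.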
EPAC2 antagonist = antagonists of human EPAC2 | Q8WZA2 | EPAC2 GEF exchange of Rap1B-BODIPY-GDP, fluorescence | Potency, µM (top dose mostly 114 µM), for inactives: at the top dose activity, negative = inhibition, usual class: inhibitors | hit rate 0.18% among 360,000; note: potency is the fitted concentration of half-maximal effect; % is set by controls: 0 for no effect and ±100 for the full control effect; nearly all actives have a fitted effect of over 45% in size; many of its hits are not listed in these tables
* hit, by the source's call; ? = inconclusive; · = no result given; & = joins results of further samples; [ ] = dose if it differs, or a comment. Unless noted, calls come from the whole dose curve; as a rule, active = well fitted curve in the direction sought with a large enough effect; inconclusive = small, poorly fitted or top-dose-only effect, or another doubt; inactive = no such curve, though single readings can be large; an effect the other way counts as inactive or inconclusive.

No.	Compound	DRD3 agonist	EPAC2 agonist	EPAC2 antagonist	FUS suppressor
1	Cc1ccc(C(=O)Nc2ccc3ncccc3c2)cc1	-14	1%	7%	6%
2	Cn1c(=O)c2cc(C(=O)NCCCN3CCN(c4ccc(F)cc4)CC3)sc2c2ccccc21	-21	·	·	-11%
3	CCOC(=O)N1CCC(n2c(SCC(=O)N3CCC(C)CC3)nc3ccccc3c2=O)CC1	3	13%	-1%	?
4	N#CCC(=O)NC(=O)NCC1CC1	0	7%	1%	-24%
5	O=C(CN1C(=O)c2ccccc2S1(=O)=O)NCCSCc1ccccc1Cl	4	16%	14%	10%
6	COc1ccc(-c2cc(CNS(=O)(=O)c3ccccc3)on2)cc1	12	12%	-35%	7%
7	CCN(CC)C(=O)c1ccc(-c2cccs2)s1	3	-2%	-18%	-11%
8	CCOc1ccccc1CNC(=O)c1ccc(NC(=O)N2CC(C)Sc3ccccc32)cc1 (stereo unspecified)	-1	·	·	-5%
9	COc1cc(C(=O)NCC(C)C)cc(OC)c1OC	-5	2%	-1%[57.1 µM]	13%
10	c1ccc(-c2nnsc2-c2ccccc2)cc1	4	13%	?	-11%
11	S=C(NCc1cccnc1)Nc1cc(Cl)cc(Cl)c1	-6	15%	-4%	-1%
12	Cc1ccc(CNC(=O)C2CC3Cn4c(nc5ccccc54)C3N2C)o1 (stereo unspecified)	1	9%	20%	3%
13	Cc1cc(C)c(S(=O)(=O)N2CCN(C(=O)c3cc(=O)[nH]c4ccccc34)CC2)c(C)c1	12	9%	-10%	18%
14	C[N+](C)(C)CCOP(=O)(O)OP(=O)([O-])OC[C@H]1O[C@@H](n2ccc(N)nc2=O)[C@H](O)[C@@H]1O	11&0&3	-3%	-2%	-43%
15	CC1(c2ccc3ccccc3c2)NC(=O)N(CC(=O)N2CCC(C(N)=O)CC2)C1=O (stereo unspecified)	-6	6%	2%	0%

No.	DRD3 antagonist	Abeta rescue	aSyn yeast inh	TDP43 rescue
1	-19	-20%	-10%	-25%
2	·	-15%	·	-2%
3	-5	4%	6%	24%
4	18	-4%	-2%	12%
5	-2	4%	2%	-9%
6	8	-11%	-3%	7%
7	18	-26%	1%	?
8	·	19%	·	23%
9	0	5%	5%	2%
10	1	-2%	3%	?
11	-16	-4%	-4%	7%
12	-23	-6%	-5%	-5%
13	2	12%	-3%	5%
14	27	4%	2%&1%	20%
15	-2	-2%	0%	-16%

From compound 3 up to 5, as listed above:
No.	Compound	DRD3 agonist	EPAC2 agonist	EPAC2 antagonist	FUS suppressor
3	CCOC(=O)N1CCC(n2c(SCC(=O)N3CCC(C)CC3)nc3ccccc3c2=O)CC1	3	13%	-1%	?
4	N#CCC(=O)NC(=O)NCC1CC1	0	7%	1%	-24%
5	O=C(CN1C(=O)c2ccccc2S1(=O)=O)NCCSCc1ccccc1Cl	4	16%	14%	10%

No.	DRD3 antagonist	Abeta rescue	aSyn yeast inh	TDP43 rescue
3	-5	4%	6%	24%
4	18	-4%	-2%	12%
5	-2	4%	2%	-9%

Remaining list, next part:
No.	Compound	DRD3 agonist	EPAC2 agonist	EPAC2 antagonist	FUS suppressor
16	O=C(NC1CCCCC1)c1cc(Cl)nc2ccccc12	0	-2%	-3%	-4%
17	Cc1cc(C)n2c(NC3CCCCC3)c(-c3ccc(F)cc3)nc2n1	11	5%	-18%	1%
18	COc1sc(SC)cc1/C=N/NC(=O)c1ccncc1	-17	12%	4%	31%
19	O=C(COC(=O)c1n[nH]c2ccccc12)c1ccc(F)c(F)c1	1	10%	-18%	8%
20	Cc1cccc(NCc2cc(Cl)ccc2O)n1	-6	15%	-10%	-20%
21	O=C(Nc1ncc2c(n1)-c1ccccc1CC2)c1ccc(F)cc1	1	6%	-4%	-3%
22	COc1ccc(Cl)cc1NC(=O)COC(=O)CNC(=O)C1CCCCC1	-5	16%	8%	-25%
23	CCOC(=O)Cc1csc(SCC(=O)Nc2sc3c(c2C(N)=O)CCC3)n1	8	-7%	10%	24%
24	O=C(CN1CCc2ccccc21)Nc1ccc2c(c1)OCCCO2	-4	7%	8%	29%
25	COc1ccc(N2CCN(CCCNC(=O)CCC(=O)N3CCOc4ccc(Cl)cc43)CC2)cc1	-14	4%	0%	-8%
26	COc1ccc(CC(NC(C)=O)C(=O)NC2CCN(C(=O)C3CCCCC3)CC2)c(OC)c1 (stereo unspecified)	-13	0%	5%	19%
27	CC1=NN(C(=O)COc2ccccc2C)C(O)(c2ccc(Cl)cc2)C1 (stereo unspecified)	3	-2%	-2%	·
28	O=C(COCc1cc(-c2ccc(F)cc2)on1)Nc1cccc(C(F)(F)F)c1	3	·	·	-13%
29	Cc1ccc([C@H]2N[C@]3(CCCN(Cc4cccn4C)C3=O)[C@H]3C(=O)N(C)C(=O)[C@@H]23)cc1	-7	9%	-7%	?
30	CC(C)N(C)c1ncnc2c1ncn2[C@H]1CN(Cc2ccc(Cl)cc2)C[C@@H](CO)O1	3	11%	3%	26%

No.	DRD3 antagonist	Abeta rescue	aSyn yeast inh	TDP43 rescue
16	9	13%	-7%	0%
17	24	1%	-7%	?
18	-10	-3%	-9%	0%
19	-1	-3%	9%	0%
20	-13	-6%	-5%	-17%
21	1	-24%	5%	10µM*
22	-17	25%	-3%	-21%
23	0	-2%	-8%	-12%
24	28	26%	3%	6%
25	?	8%	0%	-4%
26	-19	-13%	-5%	-20%
27	-1	24%	9%	18%
28	·	19%	·	23%
29	?	-5%	0%	15%
30	28	-10%	7%	-10%

More structures:
No.	Compound	DRD3 agonist	EPAC2 agonist	EPAC2 antagonist	FUS suppressor
31	O=C(CCNC(=O)C1CCN(S(=O)(=O)c2ccccc2)CC1)NCc1ccccc1Cl	4	2%	-2%	-13%
32	Cc1ccc(C)c(OCc2nc3ccc(S(=O)(=O)Nc4c(C)n(C)n(-c5ccccc5)c4=O)cc3[nH]2)c1	-3	5%	-17%	35µM*
33	CCN(CC(=O)NC1CCCCC1)S(=O)(=O)c1ccc(Cl)cc1	-11	6%	-4%	-41%
34	CCC(=O)N1c2ccc(S(=O)(=O)N3CCCCCC3)cc2CC1C (stereo unspecified)	4	·	·	24%
35	S=c1nc(C2CCCCC2)[nH]c2ccccc12	13	7%	-6%	8%
36	Cc1cc(CN2CCCC(C(=O)Nc3cccc(-n4cccn4)c3)C2)cc(C)c1O (stereo unspecified)	-19	2%	8%	-3%
37	COc1ccc(Cl)cc1Nc1nc(-c2cccnc2)cs1	-7	-9%	0%	0%
38	C=C(C)CNC(=S)NNC(=O)CCn1c2cc(Cl)ccc2c2ccc(Cl)cc21	4	-4%	3%	·
39	CCCC12CN3CC(CCC)(CN(C1)C3c1c(C)[nH]c(=O)[nH]c1=O)C2=O (stereo unspecified)	7	·	·	-14%
40	CCn1ncc(C2=NOC(C(=O)NCc3ccc(Cl)cc3)C2)c1C (stereo unspecified)	5	0%	6%	15%
41	COc1cccc(C2C(C(=O)c3cc4ccccc4o3)=C(O)C(=O)N2c2cc(C)on2)c1 (stereo unspecified)	0	-12%	21%	24%
42	CCCS(=O)(=O)NC(=O)C1(C)CCCN(C(=O)C2(c3ccc(Cl)cc3)CCCC2)C1 (stereo unspecified)	-7	17%	-11%	-2%
43	CCOC(=O)/C(=N\Nc1ccc(OC)cc1)c1csc(Nc2ccccc2)n1	-15	19%	-9%	16%
44	COc1ccc(OC)c(NC(=S)N(CCc2c(C)[nH]c3ccccc23)Cc2cccs2)c1	2	3%	0%	19%
45	CCc1c(C(=O)N2CCN(c3ccccc3F)CC2)[nH]c(C)c1C(C)=O	-1	-4%	0%	2%
46	CCc1noc(C)c1C(=O)N1CC(C)SC1=Nc1ccc(Cl)cc1 (stereo unspecified)	-8	3%	-24%	·
47	CCn1c(N2CCN(C(=O)Nc3ccc(F)cc3)CC2)nc2ccccc21	8	10%	-1%	8%
48	Cc1ccc(-c2c(C)cc3oc(=O)cc(-c4ccccc4)c3c2C)cc1	13	18%	-14%	8%

No.	DRD3 antagonist	Abeta rescue	aSyn yeast inh	TDP43 rescue
31	0	9%	0%	-6%
32	1	-1%	8%	-5%[0.397 µM]
33	-10	-7%[9.22 µM]	-8%	-5%
34	·	2%	·	?
35	9	?	-5%	-9%[0.397 µM]
36	-19	7%	-1%	-5%
37	13	-2%	4%	?
38	21	15%	-3%	0%
39	·	-39%[inhibitor]	·	-14%
40	13	-4%	12%	-4%
41	17	·	5%	-2%
42	?	-4%	-2%	17%
43	-17	-3%	1%	15%
44	-12	-2%	3%	14%
45	-1	-2%	-3%	9%
46	-28	-24%	6%	16%
47	-7	25%	0%	-6%
48	22	1%	5%	-8%

Only DRD3 agonist and EPAC2 agonist, for some of the entries so far:
entry	Structure	DRD3 agonist	EPAC2 agonist
37	COc1ccc(Cl)cc1Nc1nc(-c2cccnc2)cs1	-7	-9%
38	C=C(C)CNC(=S)NNC(=O)CCn1c2cc(Cl)ccc2c2ccc(Cl)cc21	4	-4%
39	CCCC12CN3CC(CCC)(CN(C1)C3c1c(C)[nH]c(=O)[nH]c1=O)C2=O (stereo unspecified)	7	·

An excerpt; the hit share may differ from the screen's.
